CHRM1 antagonist – blocks human M1 muscarinic receptor; CHO-K1 hM1, Fluo-8 calcium fluorescence, ACh EC80 antagonist; P11229; AID 588852; inhibition, % at 3 µM; 360,000 tested, 1.3% active;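 active = percent inhibition above its own plate's cutoff, namely the mean of that plate's compound wells plus 3 SD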;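 also: peak over basal fluorescence ratio during 140 s after agonist addition; 0% = ACh EC80 plus DMSO and 100% = DMSO alone without agonist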
Target sequence (P11229 whole entry, looked up): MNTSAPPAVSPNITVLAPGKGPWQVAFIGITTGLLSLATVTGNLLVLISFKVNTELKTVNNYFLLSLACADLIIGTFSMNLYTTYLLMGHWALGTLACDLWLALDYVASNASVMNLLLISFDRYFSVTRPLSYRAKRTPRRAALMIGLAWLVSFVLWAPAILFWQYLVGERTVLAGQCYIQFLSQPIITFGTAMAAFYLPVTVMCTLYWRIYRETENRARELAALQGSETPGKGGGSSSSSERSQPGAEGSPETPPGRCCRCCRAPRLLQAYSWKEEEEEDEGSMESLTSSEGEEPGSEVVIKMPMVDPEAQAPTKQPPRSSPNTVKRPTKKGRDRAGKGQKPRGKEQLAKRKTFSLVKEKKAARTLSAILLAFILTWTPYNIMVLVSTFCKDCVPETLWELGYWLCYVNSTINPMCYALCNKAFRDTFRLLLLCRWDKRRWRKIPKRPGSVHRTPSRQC
CHO parental Ca – counter-screen for OX1R antagonists: effect in parental CHO cells; parental CHO-K1, ATP-induced calcium, Fluo-8 fluorescence; inhibition, % at 5.6 µM; 330,000 tested, 0.63% active; AID 463079;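 active = inhibition above that plate's mean sample inhibition plus 3 SD, cut at about 26% in these data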;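 also: 0% = ATP-challenged DMSO wells and 100% = DMSO wells without ATP; some compounds past the cut are filed as inactive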
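Assay system: parental CHO cells; Read-out basis: percent inhibition of ATP-evoked calcium rise, normalized to controls; Benchmarks: ATP and no-ATP DMSO wells; Compound dosing: single nominal dose of 5.6 µM per compound; Signal: Fluo-8 calcium dye fluorescence; Also added: ATP as calcium-mobilizing challenge; Repeats: singlicate.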
TAAR1 antagonist – human TAAR1 antagonism | Q96RJ0 | CHO RD-HGA16 TAAR1, Fluo-8 calcium fluorescence, antagonist | inhibition, % at 3 µM | 360,000 tested, 1.5% active | AID 624466;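 active = inhibition above a per-plate cutoff, the mean inhibition of test compounds on that plate plus 3 SD, cut at about 49% in these data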;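 also: 0% = DMSO plus EC80 beta-PEA response and 100% = DMSO alone without agonist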
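Assay system: CHO-derived RD-HGA16 cells stably expressing human TAAR1 plus Gα16. Timing: 140 s kinetic read after compound, 140 s after agonist. Technique: kinetic Fluo-8 calcium fluorescence measurement. Measure: % inhibition of agonist calcium response.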
OXTR potentiate – potentiates the human oxytocin receptor response; activation, % at 3 µM; P30559; 320,000 tested, 0.061% active; CHO-OTR cells, Fluo-8 calcium fluorescence, potentiator mode; 0% = oxytocin EC15, 100% = EC100;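 active = activation above that plate's cutoff, the mean activation of tested compounds plus 3 SD, cut at about 6.6% in these data, passing the limit was not always enough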;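 also: 100% uses oxytocin at 75 nM as the full agonist control; some results filed as inactive read as strong as hits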
Target sequence (P30559 whole entry, looked up): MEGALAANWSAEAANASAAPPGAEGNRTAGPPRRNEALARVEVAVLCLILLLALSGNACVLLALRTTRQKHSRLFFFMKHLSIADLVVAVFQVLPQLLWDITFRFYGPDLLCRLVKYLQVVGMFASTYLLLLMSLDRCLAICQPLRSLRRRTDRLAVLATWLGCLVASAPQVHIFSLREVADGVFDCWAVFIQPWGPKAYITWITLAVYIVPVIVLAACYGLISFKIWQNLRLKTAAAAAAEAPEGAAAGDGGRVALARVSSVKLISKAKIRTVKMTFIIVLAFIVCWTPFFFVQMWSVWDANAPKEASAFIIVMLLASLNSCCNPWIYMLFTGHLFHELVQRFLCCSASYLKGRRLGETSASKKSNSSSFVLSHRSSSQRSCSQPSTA
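Measured by – Fluo-8 calcium dye fluorescence · Test system – human OTR in CHO cells · Dosing – one concentration, 3.0 µM compound · Controls – EC15 oxytocin alone as 0%, 75 nM oxytocin as 100% · Evaluation – normalized max/min fluorescence ratio, % activation · Timing – 6 min pre-incubation, 100 s read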
CHRM1 agonist – human M1 muscarinic receptor agonism; CHO-K1 hM1, Fluo-8 calcium fluorescence, agonist mode; 0% DMSO, 100% acetylcholine EC100; activation, % at 3 µM; AID 588814; P11229; 360,000 tested, 0.33% active;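 active = activation above the run's mean compound activation plus 3 SD, cut at about 16% in these data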;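 also: peak over basal fluorescence ratio within a 140 s kinetic read after compound addition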
V1R ag counter – counter-screen for oxytocin receptor agonists: human V1a receptor agonists | P37288 | CHO-V1R cells, Fluo-8 calcium fluorescence, agonist mode; 0% DMSO, 100% 3 nM vasopressin | activation, % at 3 µM | 320,000 tested, 0.25% active | AID 2797;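 active = activation above the mean activation of all tested compounds plus 3 SD, per screening run, cut at about 20% in these data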;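 also: signal is peak over basal fluorescence ratio across a 100 second FLIPR read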
TAAR1 ag – agonists of human TAAR1; Q96RJ0; CHO RD-HGA16 TAAR1, Fluo-8 calcium fluorescence; vehicle wells 0%, saturating PEA agonist 100%; activation, % at 3 µM; 360,000 tested, 0.99% active;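 active = activation above the mean activation of all test compounds in the run plus 3 SD, cut at about 38% in these data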
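Test system: RD-HGA16 (CHO) cells co-expressing Gα16 and hTAAR1 | Doses: Single dose, 3 µM | Schedule: 17-24 h seeding, 75 min 37 °C dye, 30 min RT | Evaluation: % activation from peak over basal fluorescence ratio, DMSO-to-PEA scaled | Technique: Kinetic Fluo-8 calcium fluorescence | Benchmarks: Low control DMSO, high control PEA (EC100)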
CHRM1 PAM – positive allosteric modulators of human M1 muscarinic receptor; CHO-K1 hM1, Fluo-8 calcium fluorescence, ACh EC20; 0% = ACh EC20, 100% = maximal ACh; AID 588819; activation, % at 3 µM; 360,000 tested, 0.088% active; in the data active = activation above about 19%, passing the limit was not always enough
OXTR agonist – human OXTR agonism | activation, % at 3 µM | CHO-OTR cells, Fluo-8 calcium fluorescence; normalized: DMSO 0%, oxytocin 100% | AID 2435 | 320,000 tested, 0.32% active;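 active = activation above the mean of all tested compounds plus 3 SD, cutoff set per screening run, cut at about 20% in these data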;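 also: peak over basal fluorescence ratio from a 100 s FLIPR kinetic read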
Starred values were filed as active, the others as inactive; · = no result given.

#	Molecule	CHRM1 antagonist	CHO parental Ca	TAAR1 antagonist	OXTR potentiate	CHRM1 agonist	V1R ag counter	TAAR1 ag	CHRM1 PAM	OXTR agonist
1	O=C(NC1CCSC1=O)c1cccc(Cl)c1 (configuration not stated)	2.1	-4.7	13.9	-5.7	-8.0	1.0	7.7	5.6	0.4
2	C/C(=N/Oc1nc(C)cc(C)n1)c1ccc(Br)cc1	-3.0	-19.1	-16.5	-7.0	-2.2	-0.7	7.4	1.4	-1.6
3	O=C(NNC(=O)c1cc(-c2ccncc2)nc2ccccc12)c1cccc(Cl)c1	0.3	-16.5	37.2	-4.3	-2.4	-0.7	10.9	-0.6	0.0
4	O=C(Cn1nc(-c2cccc(Cl)c2)ccc1=O)NCC1COCCO1 (configuration not stated)	0.2	5.8	-10.1	-9.3	-4.1	-0.5	1.1	5.4	-0.3
5	O=C(NCCCn1ccnc1)Nc1ccc2c(c1)OCO2	-6.1	-3.1	-16.8	-2.6	-5.6	0.4	4.2	0.6	2.2
6	Cc1cc(=O)[nH]c(SCc2csc(-c3ccccc3)n2)n1	4.5	-8.6	2.8	1.2	-4.7	0.1	7.6	1.2	-2.4
7	CCCNC(=O)c1ccccc1NC(=O)Cc1ccc(OC)c(S(=O)(=O)N2CCOCC2)c1	-10.0	-3.8	9.4	8.8	-1.2	-0.8	0.3	5.4	0.3
8	CN1CCN(S(=O)(=O)c2ccc(Nc3ccc(F)cc3)c([N+](=O)[O-])c2)CC1	-4.6	-1.7	2.2	-3.9	-5.7	2.9	3.0	10.8	2.1

More entries
#	Molecule	CHRM1 antagonist	CHO parental Ca	TAAR1 antagonist	OXTR potentiate	CHRM1 agonist	V1R ag counter	TAAR1 ag	CHRM1 PAM	OXTR agonist
9	COc1cc2[nH]c(=S)n(C3CC3)c(=O)c2cc1OC	-4.9	14.0	-19.8	2.6	-5.3	0.3	-0.5	3.7	-0.1
10	CCOc1cc(C(=O)Nc2ccc(N3CCN(S(C)(=O)=O)CC3)cc2)cc(OCC)c1OCC	-25.0	-8.2	11.7	-7.3	-3.5	0.3	4.9	-2.2	-2.0
11	O=C(COC(=O)/C=C/c1cccc([N+](=O)[O-])c1)NCC1CCCO1 (configuration not stated)	0.0	-3.2	-18.1	-9.9	-3.7	2.1	3.4	3.4	2.0
12	CCCCOc1ccc(-n2nc(C)cc2C)nn1	-29.8	-3.3	0.7	-5.4	-3.5	0.2	14.9	7.7	0.2
13	CC(C)(CN1CCCC1)NS(=O)(=O)c1ccccc1	-12.4	-7.6	-12.9	-11.1	-6.2	0.4	3.7	4.9	0.0
14	COc1ccc(S(=O)(=O)Nc2ccc(N3CCOCC3)cc2)cc1Br	-0.2	3.6	12.1	-16.2	-0.9	6.2	3.7	-8.2	4.2
15	CC1CCN(S(=O)(=O)c2cn(CC(=O)Nc3ccc(OC(F)(F)F)cc3)cn2)CC1	2.2	-8.4	-1.2	-5.6	0.2	-0.3	1.7	7.4	-1.0
16	CCOC(=O)N1CCN(S(=O)(=O)c2ccc(F)cc2)CC1	-2.6	-2.6	-10.7	-7.5	-1.9	0.0	1.8	10.8	0.3

Carrying on.
#	Molecule	CHRM1 antagonist	CHO parental Ca	TAAR1 antagonist	OXTR potentiate	CHRM1 agonist	V1R ag counter	TAAR1 ag	CHRM1 PAM	OXTR agonist
17	CCCCCCCC(=O)N/N=C(\C)c1ccc(N)cc1	·	-10.8	·	0.6	·	-0.3	·	·	-0.9
18	CCOc1cc(CNc2ccc3c(c2)OCCO3)cc(Br)c1OCC	-1.0	-2.9	33.4	-5.3	-4.3	-1.0	3.4	4.7	-1.5
19	COc1ccccc1/C=C/C=C1\Oc2c(ccc(O)c2CN(C)C)C1=O	-13.4	-1.7	12.0	-8.0	-0.2	6.5	31.9	4.1	3.5
20	COC(=O)c1ccc(/C=C2/SC(=S)N(CCCC(=O)Nc3ccc(O)cc3)C2=O)cc1	-3.3	0.5	-12.8	-14.1	1.6	-0.2	0.1	11.9	0.0
21	CCc1nc2ccc(C(=O)NCCN3CCNC3=O)cn2c1N(C)CCC(C)C	-16.7	·	0.7	·	-7.0	·	0.5	4.6	·
22	CC(C)n1c(=O)c2ccccc2n1Cc1cn(-c2ccccc2)nn1	-21.1	·	-13.5	·	-7.1	·	5.3	-2.9	·
23	COc1ccc(C)cc1NC(=O)C1CCCN(S(=O)(=O)c2cccnc2)C1 (configuration not stated)	7.2	-28.3	-14.5	-2.0	-3.8	-0.5	-0.3	-3.0	-1.0
24	CC(=O)NC(Cc1ccccc1)C(=O)NC1CCN(C(=O)NCc2ccccc2)CC1 (configuration not stated)	-9.1	·	-0.5	·	-2.4	·	12.1	12.0	·

(continued)
#	Molecule	CHRM1 antagonist	CHO parental Ca	TAAR1 antagonist	OXTR potentiate	CHRM1 agonist	V1R ag counter	TAAR1 ag	CHRM1 PAM	OXTR agonist
25	O=C(CCN1C(=O)c2ccccc2C1=O)NCCN1CCOCC1	-3.4	2.9	13.0	2.0	1.2	0.1	0.3	10.0	0.5
26	COC(=O)C1=C(C)NC(C)=C(C(=O)OC)C1c1ccc(OC(=O)c2oc3ccccc3c2C)c(OC)c1	3.0	-7.4	-4.0	1.6	-4.5	0.2	1.9	-2.9	0.4
27	C=CCC(CC(O)COCCC)C(=O)NNC(=S)Nc1ccccc1 (configuration not stated)	1.3	-10.9	23.0	-7.7	-3.7	-0.2	-1.5	0.1	-1.4
28	CCOC(=O)/C(C#N)=N\Nc1ccc(S(=O)(=O)Nc2nc(C)cc(C)n2)cc1	-2.7	-5.7	-15.0	-3.5	-1.3	0.3	3.7	8.5	-0.1
29	Nc1cccc(C(=O)OCC(=O)c2ccccc2)c1	-3.9	-0.8	10.6	-7.0	-6.9	0.7	0.1	5.2	-0.3
30	O=C(NCC1OCCCN1S(=O)(=O)c1cc(F)ccc1F)C(=O)NC1CCCCCC1 (configuration not stated)	3.0	-15.1	16.5	-2.4	-3.6	3.4	4.0	-3.3	1.4
31	COc1ccc(S(=O)(=O)N2CC(C(=O)O)Oc3ccc(Cl)cc32)cc1 (configuration not stated)	-14.0	1.2	1.4	-12.1	-1.4	0.3	-2.3	5.6	0.0
32	Cc1ccc(-c2noc(C3CCCN(C(=O)c4ccc(F)cc4F)C3)n2)cc1 (configuration not stated)	10.2	-15.7	-3.1	-8.4	-6.4	1.2	6.7	-2.8	2.4

(next part)
#	Molecule	CHRM1 antagonist	CHO parental Ca	TAAR1 antagonist	OXTR potentiate	CHRM1 agonist	V1R ag counter	TAAR1 ag	CHRM1 PAM	OXTR agonist
33	O=C(Nc1ccc(Cl)cc1Cl)N1CCN(c2ncccn2)CC1	-12.5	-11.0	-6.4	-9.9	-2.3	0.1	6.3	10.2	1.3
34	COc1ccc(CN2C=C3C(=O)C(C)(OC(=O)CCc4ccccc4)C(=O)C=C3C=C2c2ccc(C#N)cc2)cc1 (configuration not stated)	-16.3	-0.8	1.9	-9.7	-3.0	-0.7	1.1	8.4	-0.3
35	COc1cc(O)c(C(CC(=O)N2CCCC2)c2cc(OC)c(OC)c(OC)c2)c(OC)c1 (configuration not stated)	-5.9	-18.5	-3.3	-9.6	-2.3	0.1	22.9	6.2	-0.1
36	O=C(O)C1CCCCC1C(=O)Nc1ccc(S(=O)(=O)N2CCCCC2)cc1 (configuration not stated)	-8.4	-10.0	-17.7	-3.0	-5.1	0.7	1.5	9.6	0.4
37	CCOc1ccc(-n2c(SCC(=O)NCc3ccco3)nc3c([nH]c4ccccc43)c2=O)cc1	13.3	-10.8	18.0	-5.9	-9.7	-1.1	-0.9	-6.6	-1.5
38	CCOC(=O)Cc1cc(=O)n2[nH]c(-c3ccccc3)c(-c3ccccc3)c2n1	-3.5	-4.2	-6.1	-6.6	-6.5	-0.3	-2.5	9.0	-1.1
39	COc1ccc(NC(=O)CCNS(=O)(=O)c2ccc3c(c2)CCC(=O)N3)cc1	-11.4	-4.3	-21.1	-3.1	-3.2	0.4	4.7	1.0	-0.1
40	CCOC(=O)C(C)NC(=O)CCc1nnc2ccc(N3CCCCC3)nn12 (configuration not stated)	5.8	-3.1	-22.0	-7.7	-6.0	0.5	1.9	-2.2	-0.7

Continuation:
#	Molecule	CHRM1 antagonist	CHO parental Ca	TAAR1 antagonist	OXTR potentiate	CHRM1 agonist	V1R ag counter	TAAR1 ag	CHRM1 PAM	OXTR agonist
41	COCCN(C(=S)Nc1ccccc1OC)C1CCN(C(C)C)CC1	-7.6	-10.7	-0.8	-11.6	-4.7	1.0	0.4	10.1	-0.1
42	CCN(CCn1cccn1)C(=O)C1CCC(=O)N(CCc2cccc(F)c2)C1 (configuration not stated)	5.4	-4.5	-18.9	-3.7	-1.0	7.6	8.8	-0.3	0.6
43	O=c1oc2ccccc2cc1-c1csc(Nc2nc3ccc(F)cc3s2)n1	·	-0.9	·	-3.6	·	-0.6	·	·	0.3
44	Cc1ccc(NC(=O)c2sc3nc(CCl)[nH]c(=O)c3c2C)c(C)c1	-5.5	·	-10.1	·	-2.4	·	-0.1	7.7	·
45	CCN(CC)C(=O)CSc1nnc(-c2ccc(S(=O)(=O)N3CCCC3)cc2)o1	-13.0	-5.6	-8.5	-4.6	-5.8	-0.2	5.5	10.8	1.9
46	CCn1nnnc1SCC(=O)N(C)C1CCS(=O)(=O)C1 (configuration not stated)	7.6	4.9	7.4	-4.3	-2.4	0.4	5.3	2.4	0.4
47	COc1ccc(Nc2cc(C(=O)NCCCN3CCOCC3)c3ccccc3n2)cc1	6.3	-16.6	-0.9	-6.2	-0.3	4.4	2.7	1.3	1.1
48	CCCCCCCCCC(=O)Nn1cnc2ccccc2c1=O	4.7	-9.9	5.3	0.4	-4.5	-0.3	5.4	4.7	-0.6
49	O=C(NCCc1ccccn1)C1CCCN1S(=O)(=O)c1ccc(Cl)cc1 (configuration not stated)	-5.5	-15.0	0.7	-4.7	-2.1	-0.2	0.8	10.1	0.8
50	CCn1c(SCC(=O)NC2CCCC2)nnc1-c1ccco1	-3.0	-0.5	-6.6	-5.6	-3.7	0.5	4.3	4.6	0.6

Source: PubChem BioAssay (The Scripps Research Institute Molecular Screening Center)
